# Assay outcomes as filed in PubChem BioAssay.
# ARNT-TACC3 inh = ARNT/TACC3 interaction disruption; AlphaScreen His-ARNT PAS-B/GST-TACC3 binding, luminescence; TACC3 fragment carries E629A point mutation; inhibition, % at 9.99 µM; Q9Y6A5; AID 623870; 390,000 compounds, 0.66% hits;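 active = mean inhibition of replicates at least 50% and at least half of replicates each reaching 50%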;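 also: 0% = complete ARNT plus TACC3 wells and 100% = ARNT alone without TACC3; many hits fall short of the cut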
# Numbers without * were called inactive.
ARNT-TACC3 inh	mol
-4	CCN1CCCC1CNC(=O)C(NC(=O)C1CCC(C)CC1)C(C)C (stereo not drawn)
-9	O=C(O)CC(C(=O)O)n1nc(-c2ccccc2)cc1-c1ccccc1 (stereo not drawn)
16	O=C1Nc2cc(Cl)c(Cl)cc2N(O)N1c1cc(Cl)cc(Cl)c1
8	Cc1cc(C)nc(/N=c2/ssnc2Cl)c1
-2	CCSc1nnc(-c2ccc(S(=O)(=O)N3CCCC3)cc2)n1C
21	O=C(NCC1CCCO1)c1ccc2c(=O)n(CC3CCCO3)c(=S)[nH]c2c1 (stereo not drawn)
24	COc1ccccc1NC(=O)C(CC(C)C)NC(=O)C1CCCCC1 (stereo not drawn)
-30	CCCCOC(=O)Nc1nccs1
-6	O=[N+]([O-])c1ccc(N/N=C/c2cn(-c3ccccc3)nc2-c2ccccc2)cc1
-4	COc1ccccc1-c1cc(C(=O)Nc2c(F)cc(F)cc2Br)no1
-12	CC(C)C(=O)Nc1ccc2oc(-c3cc(F)c(F)cc3Cl)nc2c1
-4	O=C(COc1ccccc1)Nc1cccc(-c2nnc(-c3ccccc3)o2)c1
-3	Cc1c(NC(=O)C(C)Sc2n[nH]c(N)n2)c(=O)n(-c2ccccc2)n1C (stereo not drawn)
0	O=S(=O)(c1ccc(F)c2ccccc12)N1CCCCC1
66*	c1ccc(CNCCN2CCNCC2)nc1
-26	CC(C)(C)c1ccc(Cn2ccc(-c3ccc4c(c3)OCO4)n2)cc1
-7	Nc1ccc(Sc2nnnn2-c2ccccc2)c(Cl)c1
-9	O=C(c1ccccc1NS(=O)(=O)c1ccc(Br)s1)N1CCCC1
4	COc1cccc(C2/C(=C(/O)c3cnn(-c4ccccc4)c3C)C(=O)C(=O)N2CCN(C)C)c1OC (stereo not drawn)
3	COc1cccc(-c2cc(CC3(O)CCN(CCCc4ccccc4)CC3)on2)c1
23	Cn1c(=O)c2c(nc(Br)n2CCc2ccccc2)n(C)c1=O
0	CCSc1ccc([C@@H]2[C@H]3C(=O)N(CC)C(=O)[C@H]3[C@]3(C(=O)OC)CCCCN23)cc1OC
-14	Cn1nc(C(F)(F)F)c(/C=N/OCc2c(Cl)cccc2Cl)c1Cl
8	CCCCCn1c(=O)[nH]c2cc(C(=O)NCCCN(CC)CC)ccc2c1=O
-54	O=Cc1cn(CC(=O)NCC2CCCO2)c2ccccc12 (stereo not drawn)
13	CCCNc1ncnc2sc(C)c(C)c12
8	O=C1CCC(=O)c2oc3ccccc3c2N1
-16	CCCC1S/C(=N/N=C/c2ccc(C)cc2)N(Cc2ccc(OC)cc2)C1=O (stereo not drawn)
-2	N#CC1=C(N)N(c2ccccc2)C(c2cccc([N+](=O)[O-])c2)C1(C#N)C#N (stereo not drawn)
2	COc1ccc(-c2nc3nc(C)c(Cc4ccccc4)c(=O)n3[nH]2)cc1
-1	COc1cc2[nH]c(=O)n(CCCCCC(=O)N3CCN(c4ccccc4)CC3)c(=O)c2cc1OC
-5	COCCOC(=O)c1c(C)n(C)c2ccc(OC(=O)c3cccs3)cc12
-4	COc1ccccc1CNC(=O)c1ccoc1C
-6	Nc1nc(-c2ccccc2)cc(C(F)(F)F)n1
-7	Clc1ccc(SCCn2ccnc2)cc1
-65	CCN(CC)CCNC(=O)Cn1nc(-c2ccc(C)cc2)ccc1=O
-2	Cc1ccc(C(=O)C(C)OC(=O)C2CC(=O)N(C3CCCCC3)C2)cc1 (stereo not drawn)
-1	CCc1ccc(-c2nn(-c3cc(Cl)ccc3[N+](=O)[O-])c(=O)c3ccccc23)cc1
-13	COc1ccccc1N1CCN(CCCCOc2ccc(F)cc2)CC1
-13	O=C(Nc1cccc(OC(=O)c2cccnc2)c1)c1cccnc1
15	CCOC(=O)Cc1csc(SCC(=O)Nc2cccc(Cl)c2)n1
1	CCNC(=O)COC(=O)c1cc(-c2ccc(OC)cc2)nc2ccccc12
-2	COc1ccc(N2CCN(S(=O)(=O)c3ccc(C(=O)NCc4ccco4)cc3)CC2)cc1
-5	CC(C)(C)c1ccc(-c2nnc(SCC(=O)c3ccc4c(c3)OCCO4)o2)cc1
-3	Cc1nn(Cc2ccccc2)c2c1C(c1cccnc1)C(C#N)=C(N)O2 (stereo not drawn)
0	CCOC(=O)CN(C(=O)CNC(=O)c1ccco1)C(C(=O)NC1CCCCC1)c1cccs1 (stereo not drawn)
6	CCCCCCOc1ccc(C(=O)n2cnc(N)n2)cc1
2	CC(C)(C)c1ccc(CN(Cc2ccccc2)C(c2ccccn2)c2nnnn2C(C)(C)C)cc1 (stereo not drawn)
3	COc1cccc(N/C=C/C(=O)c2ccc(Br)cc2)c1
1	CCOc1cc(C)c(Cl)cc1S(=O)(=O)NCC1CCCO1 (stereo not drawn)
-5	CC(=O)Nc1ccc(S(=O)(=O)N(CC(=O)O)Cc2ccccc2)cc1
-5	O=C(O)c1cccc(NC(=O)c2cccc(NC(=O)C3CCCO3)c2)c1 (stereo not drawn)
-2	COc1cc2[nH]c(=O)n(CCCC(=O)NC3CCCCC3)c(=O)c2cc1OC
-10	O=c1cc(CSc2nnc(-c3ccco3)o2)c2ccccc2[nH]1
-7	COC(=O)CSc1nnc(SCc2ccc(Cl)cc2)s1
-1	O=C(O)COc1ccc2nsnc2c1Cl

# Remaining list, next part
ARNT-TACC3 inh	mol
-1	COc1ccc(S(=O)(=O)N2CCCC(C(=O)NCc3ccccn3)C2)cc1 (stereo not drawn)
-11	CCCCOC(=O)Cn1c(=O)n(CC(=O)OCCCC)c2cc(C)ccc21
-4	Cc1ccc(S(=O)(=O)[N-]c2nc3ccccc3nc2-n2cc[n+](CCC(C)C)c2)cc1
-4	COc1ccccc1C(=O)N(Cc1cccs1)C1CCS(=O)(=O)C1 (stereo not drawn)
-3	O=c1c2ccccc2c2ccccc2c(=O)n1CC1CCCO1 (stereo not drawn)
9	O=C1c2cccc3c(Cl)ccc(c23)C(=O)N1O
4	COC(=O)c1sc2[nH]c(=S)n(N)c(=O)c2c1C
2	N#C/C(=C\c1ccc(-c2ccc(C(=O)O)cc2)o1)C(=O)NCC1CCCO1 (stereo not drawn)
-5	O=C(NC1(C(F)(F)F)N=C2SCCN2C1=O)C1CCCCC1 (stereo not drawn)
0	CCOc1cc(/C=C2\C(=O)N(c3nc(-c4ccc(Br)cc4)cs3)N=C2c2ccccc2)ccc1O
9	CN1CCN(c2ccccc2NC(=O)c2ccc(-c3ccccc3)cc2)CC1
-5	CCOC(=O)N1CCN(Cc2ccccc2Cl)CC1
-1	O=C(N/N=C/C(Br)=C/c1ccccc1)c1n[nH]c2c1CCC2
0	CCN1CCS/C1=C/C=C/C1=[N+](CC)CCS1
6	Cc1cc(NC(=O)c2cc3ccccc3o2)cc(C)c1OCC(=O)N1CCOCC1
2	O=C(O)c1cccc(-n2cccc2/C=N/O)c1
1	N#CC1=C(N)C(C#N)(C#N)[C@H](c2ccncc2)[C@H]2CC3(CC=C12)OCCO3
36	CS(=O)(=O)N(CC(=O)NCc1ccccn1)Cc1ccc(Cl)cc1
-3	CCOC(=O)N1CCN(S(=O)(=O)c2ccc3c(c2)SCC(=O)N3)CC1
-3	Cc1c(N(C)C(=O)c2ccc3c(c2)OCO3)c(=O)n(-c2ccccc2)n1C
7	COc1ccc(OC)c(/C=C(\NC(=O)c2ccccc2)C(=O)N/N=C/c2ccc(C)s2)c1
-13	CC1CN(C(=O)CSc2nc(-c3ccc(F)cc3)cs2)CC(C)O1 (stereo not drawn)
-16	O=C(CSc1nc2ccccc2[nH]1)N1CCN(S(=O)(=O)c2ccc(Cl)cc2)CC1
-1	Cn1c(=O)c2c(nc(Br)n2C)n(C)c1=O
17	O=C1c2ccccc2-c2onc3ccc(NCc4ccco4)c1c23
-3	CC(C)CC(c1nnnn1CC1CCCO1)N1CCN(C2CCCC2)CC1 (stereo not drawn)
0	Cc1ccc(C)c2nc3sc(C(=O)N4CCCc5ccccc54)c(N)c3cc12
0	O=S(=O)(Nc1nccs1)c1ccc2c(c1)OCCO2
8	COc1cccc(NC(=O)COC(=O)CCCc2c[nH]c3ccccc23)c1
-1	Cc1nc2sc(-c3ccccc3)cc2c(=O)n1-n1cccc1
0	CCOc1cc(C2c3c(oc4cc(C)c(Cl)cc4c3=O)C(=O)N2Cc2ccco2)ccc1O (stereo not drawn)
-5	O=C(Nc1ccccc1N1CCCCC1)c1ccc2nccnc2c1
-2	CCOC(=O)C1(CCC(C)C)CC(CSc2nc3ccccc3[nH]2)OC1=O (stereo not drawn)
-4	Cc1ccc(S(=O)(=O)N2CCCC2C(=O)NC2CCCCC2)cc1 (stereo not drawn)
5	CCC1Oc2ccccc2N(CC(=O)Nc2ccc(OC)cc2OC)C1=O (stereo not drawn)
-4	CC(C)c1ncc(C(O)c2cccc3ccccc23)n1C (stereo not drawn)
-9	N#C/C(=C\c1cn[nH]c1-c1ccc(Cl)cc1)C(=O)NC1CC1
-4	COc1ccccc1C(c1nnnn1Cc1ccccc1)N1CCN(c2nc3ccccc3s2)CC1 (stereo not drawn)
25	Cc1ccc(-c2ccc(=O)n(CCC(=O)NCc3ccccn3)n2)cc1
-6	COc1cc(OC)c(OC)cc1NC(=O)CC1COc2ccccc2O1 (stereo not drawn)

# Part of the list above in order of length of the SMILES, smallest number first:
ARNT-TACC3 inh	mol
-1	Cn1c(=O)c2c(nc(Br)n2C)n(C)c1=O
-4	CC(C)c1ncc(C(O)c2cccc3ccccc23)n1C (stereo not drawn)
-5	O=C(Nc1ccccc1N1CCCCC1)c1ccc2nccnc2c1
-1	Cc1nc2sc(-c3ccccc3)cc2c(=O)n1-n1cccc1
17	O=C1c2ccccc2-c2onc3ccc(NCc4ccco4)c1c23
-6	COc1cc(OC)c(OC)cc1NC(=O)CC1COc2ccccc2O1 (stereo not drawn)
5	CCC1Oc2ccccc2N(CC(=O)Nc2ccc(OC)cc2OC)C1=O (stereo not drawn)
-13	CC1CN(C(=O)CSc2nc(-c3ccc(F)cc3)cs2)CC(C)O1 (stereo not drawn)
25	Cc1ccc(-c2ccc(=O)n(CCC(=O)NCc3ccccn3)n2)cc1
-9	N#C/C(=C\c1cn[nH]c1-c1ccc(Cl)cc1)C(=O)NC1CC1
-2	CCOC(=O)C1(CCC(C)C)CC(CSc2nc3ccccc3[nH]2)OC1=O (stereo not drawn)
-3	CCOC(=O)N1CCN(S(=O)(=O)c2ccc3c(c2)SCC(=O)N3)CC1
-3	Cc1c(N(C)C(=O)c2ccc3c(c2)OCO3)c(=O)n(-c2ccccc2)n1C
-4	COc1ccccc1C(c1nnnn1Cc1ccccc1)N1CCN(c2nc3ccccc3s2)CC1 (stereo not drawn)
-16	O=C(CSc1nc2ccccc2[nH]1)N1CCN(S(=O)(=O)c2ccc(Cl)cc2)CC1
0	CCOc1cc(C2c3c(oc4cc(C)c(Cl)cc4c3=O)C(=O)N2Cc2ccco2)ccc1O (stereo not drawn)
7	COc1ccc(OC)c(/C=C(\NC(=O)c2ccccc2)C(=O)N/N=C/c2ccc(C)s2)c1

# (continued)
ARNT-TACC3 inh	mol
0	CCCCOC(=O)Nc1nnc(CCc2ccccc2)s1
-12	CC1(C)CC(=O)C(N=Nc2ccc3ncsc3c2)=C(O)C1
-18	CC(C)CNc1cc(Cl)c(S(=O)(=O)NCC(C)C)cc1C(=O)O
21	N#Cc1c(NC(=O)c2ccc(-c3ccccc3[N+](=O)[O-])o2)sc2c1CCCC2
-8	c1ccc(Oc2ccc(-c3ccnc4nc(N5CCN(c6ccccc6)CC5)nn34)cc2)cc1
-5	Cc1cccc2cc(COC(=O)COc3ccccc3)c(=O)[nH]c12
3	COC(=O)c1c(NC(=O)CN2CCCC(C)C2)c2c(C)cccc2n1C (stereo not drawn)
-2	O=S(=O)(c1ccccc1)c1cnn(-c2ccccc2)c1-c1ccc(F)cc1
-6	CCOc1ccccc1NC(=O)CSc1c(C)n[nH]c1C
-6	O=C(c1ccccc1)c1ccc(OCC(O)CN2CCOCC2)cc1 (stereo not drawn)
-1	O=C(/C=C\Nc1ccccn1)c1ccccc1
-16	COc1ccc(N(C(=O)c2ccco2)C(C(=O)NC2CCCCC2)c2ccccc2)cc1 (stereo not drawn)
4	COc1ccc(C2C(C(=O)Nc3ccccc3OC)=C(C)Nc3nnnn32)c(OC)c1 (stereo not drawn)
-6	O=C1NCC(COCC2CC=CCC2)O1 (stereo not drawn)
-4	O=c1/c(=C/c2ccc(O)cc2)sc2n1CCCN=2
-1	Cc1nn(Cc2c(Cl)cccc2Cl)c(Cl)c1/C=C/C(=O)OCC(=O)NCC(F)(F)F
-1	O=C1CC2C(CC(OC(=O)c3ccc(-c4ccccc4)cc3)C2CO)O1 (stereo not drawn)
2	N#CC1=C(Nc2ccccc2)SC=C(c2ccccc2)N=C1N1CCOCC1
10	O=C(NCCCN1CCN(c2ccc(F)cc2)CC1)c1cccc(N2CCCC2=O)c1
1	CCCCOC(=O)C1[C@H]2C(=O)N(c3ccccc3CC)C[C@]23C=C[C@H]1O3 (stereo partly drawn)
0	CCOc1ccc(Nc2nc3cc(S(=O)(=O)N(CC)CC)ccc3o2)cc1
-39	O=C(Cc1ccc(-n2c(=S)[nH]c3ccccc3c2=O)cc1)N1CCN(c2ccccc2)CC1
-2	CCCCC(CC)CN=C(N)NC(N)=NCCCCCCN=C(N)NC(N)=NCC(CC)CCCC (stereo not drawn)
-18	COc1cccc(C(=O)Nc2nc3ccccc3[nH]2)c1
-5	CCCC1=C(C(=O)OCC)C(c2ccc(N(C)C)cc2)n2ncnc2N1 (stereo not drawn)
-15	O=C(CSc1ncccc1C(=O)O)c1ccc2ccccc2c1
4	CC(=O)Nc1ccc2nc(N)sc2c1
2	COc1cccc(C(=O)Nc2cccc(SC)c2)c1

# These rows are one share of the data (hit frequency here may not be typical).
